hcGAS lum = human cGAS inhibition | Q8N884 | inhibition, % at 12.5 µM | 0.081% of 290,000 active | recombinant h-cGAS, ATP depletion, Kinase-Glo luminescence;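 also: 0% = vehicle reaction and 100% = reaction without DNA for no activity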
Target sequence (Q8N884 whole entry, looked up): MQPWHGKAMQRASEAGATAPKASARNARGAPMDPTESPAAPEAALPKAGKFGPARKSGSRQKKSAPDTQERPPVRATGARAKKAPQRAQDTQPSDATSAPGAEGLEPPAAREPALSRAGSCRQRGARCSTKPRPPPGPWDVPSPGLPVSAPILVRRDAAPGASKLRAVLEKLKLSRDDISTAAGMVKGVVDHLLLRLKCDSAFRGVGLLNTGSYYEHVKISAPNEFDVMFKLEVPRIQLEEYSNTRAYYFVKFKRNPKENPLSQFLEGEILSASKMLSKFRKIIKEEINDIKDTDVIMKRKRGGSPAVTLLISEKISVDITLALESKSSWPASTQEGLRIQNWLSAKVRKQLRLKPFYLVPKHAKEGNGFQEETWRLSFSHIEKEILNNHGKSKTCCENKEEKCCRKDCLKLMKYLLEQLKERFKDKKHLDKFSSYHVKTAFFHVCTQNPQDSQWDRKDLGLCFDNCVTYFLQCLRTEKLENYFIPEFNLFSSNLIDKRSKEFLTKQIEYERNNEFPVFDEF
mcGAS lum = blocks mouse cGAS activity; Q8C6L5; recombinant cGAS, Kinase-Glo ATP depletion luminescence; inhibition, % at 12.5 µM; 0.15% of 160,000 active;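 also: 0% = negative control wells and 100% = reference inhibitor with no enzyme activity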
NPYLR7 ag = mosquito NPYLR7 agonism; 0.15% of 270,000 active; AID 1259423; activation, % at 10 µM; HEK293T NPYLR7/Galpha15, GCaMP6s calcium fluorescence; in the data active = activation above about 40%;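 also: 0% = vehicle and 100% = reference agonist at the receptor; some compounds past the cut are filed as inactive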
Numbers without * were called inactive; x = no result given; & = joins results of further samples. Rule as the data show it, unless noted: active = inhibition above about 40%; inactive = the rest.

Sequence of screens – mcGAS lum | hcGAS lum | NPYLR7 ag
COc1ccc(CCN(C)c2cc(-c3ccccc3)nc(SCc3ccc(C(=O)N4CCCC4)o3)n2)cc1OC
→ -3.7 | -1.5 | 6.5
COc1ccc(Nc2cnn(-c3ccccc3)c(=O)c2Cl)cc1
→ x | -6.3 | 8.6
COC(=O)Cn1cnc2c(nnn2-c2ccc(OC)cc2)c1=O
→ x | -1.5 | 4.4
CCN1C(=O)C(=Cc2ccc(OC)c(O)c2)SC1=S
→ x | -3.2 | -0.9
COC(=O)c1csc(CN(C(=O)COc2ccc(Cl)cc2)C2CCCCC2)n1
→ -6.7 | -9.4 | -2.4
CCCc1cc(C(=O)N2CCCC(CNC(=O)c3ccccc3Cl)C2)n(C)n1 (stereo not drawn)
→ 4.0 | 6.2 | -20.7
COc1ccccc1C(=O)N/N=c1\oc2ccccc2cc1-c1nc2ccccc2[nH]1
→ x | -0.7 | -3.1
Cc1nccn1-c1ccc(CNC(=O)N2CCCC(C)C2)cc1F (stereo not drawn)
→ x | -0.1 | -23.5
N#Cc1c(-c2cccnc2)cc(-c2ccc(F)cc2)nc1N
→ x | -5.5 | -3.2
c1ccc(SCc2cn3cccnc3n2)nc1
→ x | -9.5 | 4.9
Cc1ncsc1CCC(=O)N(Cc1c(C)nn(C)c1C)C1CC1
→ -9.8 | -2.5 | 0.0
O=C(Cc1ccsc1)NC1CC(=O)N(Cc2ccccc2C(F)(F)F)C1 (stereo not drawn)
→ x | -8.8 | 11.5
NC(=O)C(c1ccccc1)(c1ccccc1)[C@@H]1CCN(CCc2ccc3c(c2)CCO3)C1
→ -3.0 | -3.2&-2.1 | -10.1&-6.9
COc1cc(/C=N\Nc2ncnc3nc[nH]c23)cc(Br)c1O
→ x | -2.1 | 0.0
N#Cc1ccc(-n2ncc3c2CCN(C(=O)C2CCOC2)C3)cc1 (stereo not drawn)
→ x | 6.5 | 0.5
CCC(=O)N1CCCC2(CCN(Cc3ccnn3-c3ccccc3)C2)C1 (stereo not drawn)
→ -9.3 | -5.9 | 0.2
CCc1[nH]c2ccc(CNC(=O)c3ccc4[nH]c(=O)[nH]c4c3)cc2c1C
→ -6.7 | -2.5 | 0.2
Cc1nc(N2CCN(C(=O)CCCc3ccccc3)CC2)cc(-n2cccn2)n1
→ -7.2 | -6.8 | -9.4
COc1ccc(CCN(C)C(=O)c2cccnc2Oc2ccc(Cl)cc2)cc1OC
→ -3.0 | -3.7 | -9.7
CS(=O)(=O)N1CCC(c2nn(CC(=O)c3ccccc3)c(=O)n2-c2cccs2)CC1
→ -2.8 | -2.1 | -1.4

Four compounds already listed, arranged by molecular weight, lowest first:
Sequence of screens – mcGAS lum | hcGAS lum | NPYLR7 ag
COC(=O)Cn1cnc2c(nnn2-c2ccc(OC)cc2)c1=O
→ x | -1.5 | 4.4
N#Cc1ccc(-n2ncc3c2CCN(C(=O)C2CCOC2)C3)cc1 (stereo not drawn)
→ x | 6.5 | 0.5
CCC(=O)N1CCCC2(CCN(Cc3ccnn3-c3ccccc3)C2)C1 (stereo not drawn)
→ -9.3 | -5.9 | 0.2
COc1ccc(CCN(C)c2cc(-c3ccccc3)nc(SCc3ccc(C(=O)N4CCCC4)o3)n2)cc1OC
→ -3.7 | -1.5 | 6.5

(continued)
Sequence of screens – mcGAS lum | hcGAS lum | NPYLR7 ag
O=C(NCc1c(F)cccc1Cl)c1ccc(-c2ccc3c(c2)OCCO3)s1
→ -6.9 | -8.2 | 4.1
COc1cc(OC)cc(N2C(=O)CC3CS(=O)(=O)CC32)c1 (stereo not drawn)
→ -8.0 | -4.7 | -0.9
OCCNc1ncnc2c1cnn2-c1ccc(F)cc1
→ -5.9 | 6.6 | -0.8
O=C(N[C@@H]1CCCCC1NC(=O)C1CCCN(S(=O)(=O)/C=C/c2ccccc2)C1)c1ccc(F)cc1 (stereo partly drawn)
→ -7.5 | -2.0 | x
O=S(=O)(Nc1c(F)cccc1Br)c1cc(Cl)cc(Cl)c1
→ -14.4 | -6.8 | -1.8
O=C(CCc1nnc(-c2ccc(OCc3ccccc3Cl)cc2)[nH]c1=O)NCc1ccccn1
→ x | -5.5 | 8.1
NC(=O)C1CCCN(c2ccc(CNC(=O)CC3CCCO3)cc2)C1 (stereo not drawn)
→ x | -8.0 | 6.2
Cc1ccc(C(=O)CCC(=O)O)s1
→ x | 0.0 | 1.6
Cc1cc(NC(=O)CN2CCc3ccccc3C2)nn1-c1ccccc1
→ x | -4.9 | -9.3
CC12CCCC(O)(C1)C1CC(C)(C)C1CC2 (stereo not drawn)
→ x | -4.5 | -8.9
CCCCCn1cc(C2CCN(C(=O)c3ccc(Cl)nc3)CC2)c2ccccc21
→ 3.4 | 3.9 | 3.4
CCc1ccc(CN2CCOc3c(O)cc(-c4cccc(Cl)c4)cc3C2)nc1
→ -9.5 | -7.1 | -2.1
CC(Cn1cncn1)NC(=O)c1coc(CN2CCN(C/C=C/c3ccccc3)CC2)n1 (stereo not drawn)
→ x | -9.5 | 1.2
CCOc1ncccc1C(=O)N1c2ccccc2NC(=O)CC1C (stereo not drawn)
→ -9.2 | -9.2 | 7.6
O=C(OCC(F)(F)C(F)(F)C(F)(F)C(F)F)C(F)(F)F
→ x | -4.1 | -15.6
O=C(/C=C/c1cn(S(=O)(=O)c2cccc3ccccc23)c2ccccc12)NCCCN1CCCC1=O
→ 1.5 | 3.6 | -8.7
NC(=O)c1ccc(N=Nc2c(-c3ccccc3)[nH]n(-c3ccccc3)c2=O)cc1
→ 3.4 | 4.4 | -19.5
O=C(c1ccc(CSc2nc3cccc(Cl)c3o2)cc1)N1C2CCC1CC(Oc1ccc3c(c1)OCO3)C2 (stereo not drawn)
→ 1.0 | -4.5 | -14.2
COCCNC(=O)c1csc(COc2ccc(Cl)c(C)c2)n1
→ -6.2 | -3.8 | -1.0
CSC(=NS(=O)(=O)c1cccs1)Nc1ccc(SC(F)F)cc1
→ -3.5 | -6.9 | 3.2

A different layout for some results above:
mol | mcGAS lum | hcGAS lum | NPYLR7 ag
Cc1ccc(C(=O)CCC(=O)O)s1 | x | 0.0 | 1.6
Cc1cc(NC(=O)CN2CCc3ccccc3C2)nn1-c1ccccc1 | x | -4.9 | -9.3
CC12CCCC(O)(C1)C1CC(C)(C)C1CC2 (stereo not drawn) | x | -4.5 | -8.9
CCCCCn1cc(C2CCN(C(=O)c3ccc(Cl)nc3)CC2)c2ccccc21 | 3.4 | 3.9 | 3.4
CCc1ccc(CN2CCOc3c(O)cc(-c4cccc(Cl)c4)cc3C2)nc1 | -9.5 | -7.1 | -2.1
CC(Cn1cncn1)NC(=O)c1coc(CN2CCN(C/C=C/c3ccccc3)CC2)n1 (stereo not drawn) | x | -9.5 | 1.2
CCOc1ncccc1C(=O)N1c2ccccc2NC(=O)CC1C (stereo not drawn) | -9.2 | -9.2 | 7.6

(list continues)
Sequence of screens – mcGAS lum | hcGAS lum | NPYLR7 ag
O=C(c1ccco1)N(Cc1csc(COc2cccc3ccccc23)n1)C1CC1
→ -4.4 | -4.2 | 15.6
CCCCc1ncc(CN2CCc3[nH]cnc3C2c2cnn(C)c2)[nH]1 (stereo not drawn)
→ -11.0 | -8.1&-8.9 | 4.5&0.7
CCSc1nnc(NC(=O)/C=C/c2cccc(I)c2)s1
→ x | -3.3 | -1.0
c1ccc(-c2nc(SCc3ncc(-c4ccccc4)o3)n[nH]2)cc1
→ x | -2.5 | -3.6
O=C(CNCc1ccc2c(c1)OCO2)Nc1cnccn1
→ x | -4.7 | 0.6
O=C1C(=O)N(CCCN2CCOCC2)C(c2ccccc2)C1=C(O)c1ccc(Br)cc1 (stereo not drawn)
→ -6.3 | -1.3 | -1.2
O=S(=O)(NCCOc1ccc(-c2ccc(F)cc2)nn1)c1ccc(Cl)s1
→ 0.7 | 0.2 | 8.2
CCCCN(Cc1ccsc1)C(=O)c1c(C)nc2ncccn12
→ x | -3.8 | 3.3
CCOC(=O)c1c(C)oc2c1cc(OC(=O)c1ccco1)c1ccccc12
→ x | 0.0 | -6.3
COCCN(CC(=O)N1CC(=O)N(c2cccc(C)c2)C1)C(=O)c1cccc(C(F)(F)F)c1
→ -9.9 | -9.5 | 24.4
CC1=CC2C(=O)c3cccc(O)c3C(O)=C2C(=O)C1 (stereo not drawn)
→ -3.6 | 0.9 | 1.6
NS(=O)(=O)c1ccc(CNCc2c(F)cccc2Cl)s1
→ x | -2.5 | 3.2
CC(C(=O)Nc1nc(-c2ccc(F)c(F)c2)cs1)N1CCOCC1 (stereo not drawn)
→ -8.5 | -7.2 | 4.6
CC(NC(=O)CNC(=O)c1cccc(Cl)c1)c1cccc(C(F)(F)F)c1 (stereo not drawn)
→ x | -7.3 | 3.3
COc1ccc(CN(Cc2ccco2)CC(O)Cc2ccccc2)cc1OC (stereo not drawn)
→ -4.3 | -4.6 | 24.2
COc1ccc(NC(C)=O)cc1NC(=O)COc1cccc(F)c1
→ x | -7.1 | 11.9
CC1CCC2C(C1)c1sc(=O)[nH]c1SC2(C)C (stereo not drawn)
→ x | -1.9&1.0 | 8.7&1.4
CC(=O)Nc1ccc(-c2c(-c3ccccc3)ncn2Cc2ccco2)cc1
→ -8.5 | -2.6 | -4.1
CCOC(=O)C(C)Sc1nnc(-c2cc(OC)cc(OC)c2)n1-c1ccccc1 (stereo not drawn)
→ -1.9 | -2.2 | x
Cn1cnc(S(=O)(=O)NC2CCCc3ccccc32)c1Cl (stereo not drawn)
→ -6.7 | -6.7 | 0.0

Some of the entries above in a different format:
Molecule	mcGAS lum	hcGAS lum	NPYLR7 ag
COc1ccc(NC(C)=O)cc1NC(=O)COc1cccc(F)c1	x	-7.1	11.9
CC1CCC2C(C1)c1sc(=O)[nH]c1SC2(C)C (stereo not drawn)	x	-1.9&1.0	8.7&1.4

Additional entries follow.
Sequence of screens – mcGAS lum | hcGAS lum | NPYLR7 ag
Cc1cc(C)n2c(CCCNC(=O)c3ccc(Cl)c(Cl)c3)nnc2n1
→ x | -11.8 | -0.1
CCN(CC)c1ccc(CN(C(=O)C(C)C)C(C)C)c(OS(=O)(=O)CC)c1
→ -4.8 | -3.7 | -2.5
O=C(CC(c1ccccc1)c1ccccc1F)N1CCCO1 (stereo not drawn)
→ x | -4.8 | 1.2
O=C(Cc1ccc(F)cc1)N(CCCN1CCOCC1)c1nc2c(F)cccc2s1
→ -11.0 | -11.5 | -4.1
COc1ccc(NC(=O)c2ccc3nc(C)c(N(C)C(=O)CCc4ccccc4)n3c2)cc1OC
→ -1.7 | -6.2 | 15.6
O=C(Nc1ccnn1C1CCN(Cc2cc3ccccc3o2)CC1)C1CCCC1
→ x | -8.9 | -0.6
COc1cccc(OCc2nc(C(=O)NCc3cn4c(n3)SCC4)co2)c1
→ x | 0.3 | 6.4
Cc1cc(NC(=O)C2CC(=O)N(c3ccccc3C)C2)n(-c2nc(-c3ccccc3)cs2)n1 (stereo not drawn)
→ -9.1 | -3.8 | -8.0
N[C@@H](CO)C(=O)Nc1ccc(Cc2ccccc2)cc1
→ -3.4 | -2.4 | 1.8
Nc1c(C(=O)OCC2CCCO2)c2nc3ccccc3nc2n1-c1ccc2c(c1)OCCO2 (stereo not drawn)
→ x | -1.6 | 5.3
O=C(Cn1cc(/C=C/c2[nH]c(=O)[nH]c(=O)c2[N+](=O)[O-])c2ccccc21)Nc1ccc(F)cc1
→ x | -6.5 | -0.1
O=C(Cc1csc(NC(=O)c2ccc[nH]c2=O)n1)Nc1ccc2c(c1)OCCO2
→ -8.0 | -5.4 | 2.4
Cc1c(C(=O)N2CCCn3nc(C(=O)NC4CC4)cc3C2)cnc2ccnn12
→ -19.6 | -1.7 | -1.6
Cc1nn(C)c(C)c1NC(=O)Cn1nnnc1C1CCCC1
→ x | -6.3 | 4.7
O=C1C2C3C=CC(C3)C2C(=O)N1c1ccc([N+](=O)[O-])cc1Br (stereo not drawn)
→ x | 0.6 | -3.8
Cc1cc(Nc2ccc3c(n2)C(=O)N([C@H](C)C(=O)NCC2CCCCC2)C3)n(C)n1
→ x | -10.2 | 5.2
CCOc1ccc(-c2ccc(=O)n(CCCC(=O)N3CCC(C(N)=O)CC3)n2)cc1
→ -3.2 | 1.6 | -5.9
CCCCCCCCC(=O)Nc1cccc(C2SCC(=O)N2c2cc(C)ccc2F)c1 (stereo not drawn)
→ -5.3 | -4.8 | 12.7
CCOC(=O)C(C#N)=Cc1ccc(OC(C)C(=O)N(C)C)c(OCC)c1 (stereo not drawn)
→ -6.3 | -6.9 | 0.1
CCCCNC(=O)Nc1ccc(N2CCCCC2)c(C(=O)NCCCOC)c1
→ -5.7 | -5.4 | 30.9

2 compounds from above, showing only mcGAS lum:
| Molecule | mcGAS lum |
| --- | --- |
| CCOc1ccc(-c2ccc(=O)n(CCCC(=O)N3CCC(C(N)=O)CC3)n2)cc1 | -3.2 |
| CCCCCCCCC(=O)Nc1cccc(C2SCC(=O)N2c2cc(C)ccc2F)c1 (stereo not drawn) | -5.3 |

Screening results deposited in PubChem BioAssay by Fisher Drug Discovery Resource Center.
